From PubChem BioAssay
LEDGF integ inh: blocks HIV-1 LEDGF/p75-dependent DNA integration; TR-FRET IN-LEDGF/p75 DNA integration, Eu/Cy5; inhibition, % at 3.7 µM; 370,000 compounds, 0.64% hits;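 active means inhibition above the screen-wide mean plus 3 SD, cut at about 13% in these data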;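 further: signal is the Cy5 over europium emission ratio at 671 and 618 nm; 0% = plate median of compound wells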
proKLK7 act: proKLK7 (human) activation, primary screen; purified proKLK7, EDANS-DABCYL substrate fluorescence; 100% is mature enzyme control, 0% vehicle; AID 652039; activation, % at 7 µM; 370,000 compounds, 0.9% hits;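 active means activation above the mean of all tested compounds plus 3 SD, computed per campaign excluding outliers beyond control limits, cut at about 13% in these data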
UHRF1 binding: UHRF1 methyl-DNA binding inhibition. Q96T88. UHRF1 binding to methylated oligo, TR-FRET. inhibition, % at 4.4 µM. 370,000 compounds, 0.75% hits; in the data active means inhibition above about 21%;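 further: UHRF1 SRA domain binding a hemimethylated CpG hairpin DNA probe; 0% = median of test compound wells and 100% = reference inhibitor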
DDE Tn7 FP inh: disrupts Tn7 cyclic peptide binding to fibrin D-Dimer-E complex | FP displacement of FITC-Tn7 peptide from fibrin DD(E); 0% = median of compound wells per plate | inhibition, % at 8.3 µM | 370,000 compounds, 0.13% hits | AID 720508;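 active means inhibition above the mean of compounds falling within the control limits plus 3 SD of them, cut at about 14% in these data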;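 further: 0% = plate median of compound wells and 100% = 10 µM Aha-Tn7 peptide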
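Assay system: human fibrin DD(E) protein / Input: 2 µM fibrin DD(E) / Benchmarks: high control of 10 µM Aha-Tn7 peptide / Measured by: fluorescence polarization of the labelled Tn7 tracer / Medium: Tris buffer with calcium and detergent, pH 7.8 / Timing: 10 min compound pre-incubation, 3 h probe incubation at room temperature / Repeats: one replicate per compound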
TDP2 inh: blocks human TDP2 phosphodiesterase activity; AID 720702; inhibition, % at 12.8 µM; recombinant TDP2, T5PNP hydrolysis, p-nitrophenol absorbance 415 nm; O95551; 370,000 compounds, 0.34% hits;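 active means inhibition above the mean of all tested compounds plus 3 SD, set per campaign, cut at about 25% in these data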;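 further: 0% = DMSO with enzyme and 100% = buffer with substrate but no TDP2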
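test system = human TDP2 enzyme | input = TDP2 enzyme at 120 nM final | medium = 50 mM Tris-HCl pH 7.5 with Mg2+, KCl, DTT, BSA | also added = T5PNP substrate, 5 mM | times = 2 h at 37 °C | technique = epi absorbance | benchmarks = high control without enzyme, low control DMSO plus TDP2 | replication = each compound tested once, singlicate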
PRMT1 inh: blocks human protein arginine methyltransferase 1. Q99873. recombinant PRMT1, activity-based probe fluorescence polarization. inhibition, % at 2.79 µM. 370,000 compounds, 1.3% hits. AID 652257;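 active means inhibition above about 21% made by adding two undisclosed values, limit read from the data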
Target sequence (Q99873 whole entry, looked up): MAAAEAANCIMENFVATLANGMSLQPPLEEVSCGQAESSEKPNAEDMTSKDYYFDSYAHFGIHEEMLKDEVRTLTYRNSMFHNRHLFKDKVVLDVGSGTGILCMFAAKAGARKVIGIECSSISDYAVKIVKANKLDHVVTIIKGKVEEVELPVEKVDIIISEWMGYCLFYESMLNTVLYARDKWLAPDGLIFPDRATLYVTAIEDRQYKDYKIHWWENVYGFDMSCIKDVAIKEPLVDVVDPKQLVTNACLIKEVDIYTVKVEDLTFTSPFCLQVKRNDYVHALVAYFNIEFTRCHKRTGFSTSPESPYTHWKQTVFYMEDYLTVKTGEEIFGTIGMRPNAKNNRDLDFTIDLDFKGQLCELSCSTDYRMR
MBD2 DNA inh: blocks human MBD2 binding to methylated DNA | Q9UBB5 | TR-FRET, MBD2 binding to methylated oligonucleotide | inhibition, % at 4.4 µM | 370,000 compounds, 0.31% hits | AID 686964; in the data active means inhibition above about 13%
Target sequence (Q9UBB5 whole entry, looked up): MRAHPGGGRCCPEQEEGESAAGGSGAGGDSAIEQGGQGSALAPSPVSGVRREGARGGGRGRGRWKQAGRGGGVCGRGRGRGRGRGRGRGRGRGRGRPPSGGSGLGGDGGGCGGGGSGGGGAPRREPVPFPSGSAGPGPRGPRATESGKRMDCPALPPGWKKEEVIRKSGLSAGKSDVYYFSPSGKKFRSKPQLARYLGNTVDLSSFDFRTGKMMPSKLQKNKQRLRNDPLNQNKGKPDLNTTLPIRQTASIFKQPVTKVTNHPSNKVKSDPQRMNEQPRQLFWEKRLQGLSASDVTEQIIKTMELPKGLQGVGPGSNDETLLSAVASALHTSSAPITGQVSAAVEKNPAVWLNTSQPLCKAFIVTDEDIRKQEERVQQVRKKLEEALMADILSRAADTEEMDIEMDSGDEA
SIAE inh: human SIAE inhibition, primary screen; SIAE FP-Rh probe binding, fluorescence polarization; inhibition, % at 9.66 µM; 370,000 compounds, 0.69% hits;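 active means inhibition above a cutoff: mean of compounds within the control limits plus 3 SD of those, cut at about 17% in these data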;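 further: 0% = plate median of compound wells and 100% = probe without SIAE protein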
TCR-CD3 inh: inhibitors of human TCR-CD3 interaction | TAMRA-labeled TCR probe fluorescence, biochemical | inhibition, % at 9.4 µM | 360,000 compounds, 0.37% hits | AID 651800; in the data active means inhibition above about 19%;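 further: recombinant mutant TCR 2C K166C tagged with TAMRA read by polarization; 0% = receptor in buffer alone and 100% = receptor with positive control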
Tn6 DDE FP: disrupts Tn6 cyclic peptide binding to fibrin D-Dimer-E complex; P02675; Fibrin DD(E) TRITC-Tn6 fluorescence polarization displacement; inhibition, % at 8.3 µM; 370,000 compounds, 0.21% hits;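 active means inhibition above a per-campaign cutoff: mean of compounds within control limits plus 3 SD, cut at about 15% in these data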;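 further: 0% = median of all compound wells on the plate and 100% = blocking peptide control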
* = called active by the depositor. Random draw from the library, and some 4.6% of all compounds hit somewhere here.

compound,LEDGF integ inh,proKLK7 act,UHRF1 binding,DDE Tn7 FP inh,TDP2 inh,PRMT1 inh,MBD2 DNA inh,SIAE inh,TCR-CD3 inh,Tn6 DDE FP
CCCCCNC(=O)C(c1ccncc1)n1c(=O)c(-c2cc3ccccc3[nH]2)nc2ccccc21 (stereo unspecified),-1,-1.7,-3,4,15,0,-6,-10,-2,1
COc1ccc(C2CC(c3ccccc3)=NN2C(=O)CN2N=NC3C(=O)N(c4cccc(F)c4)C(=O)C32)cc1 (stereo unspecified),8,-2.2,2,0,-28,-2,5,-20,4,-8
CCOCc1nnc(NC(=O)c2cc(OC)c(OC)cc2[N+](=O)[O-])s1,-3,0.2,1,-2,11,1,2,-4,-1,8
Nn1c(Cc2ccccc2F)nnc1SCC(=O)N1CC(=O)Nc2ccccc21,2,0.0,0,-6,-11,1,2,-1,-3,-7
COc1ccc(CCNC(=O)c2nc(-c3cccs3)no2)cc1OC,-1,0.0,18,2,-7,2,-3,2,-2,1
C[C@@H]1CN([C@H](C)CO)C(=O)CCCn2nncc2CO[C@H]1CN(C)Cc1ccc2c(c1)OCCO2,1,-0.1,1,1,-1,4,7,-1,-10,-9
O=C(CCN1CCN(c2ccccc2)CC1)NNC(=S)Nc1ccccc1,-4,0.3,2,-2,-2,4,4,-2,-12,0
CC(=O)NC(CC(=O)Nc1ccc(S(=O)(=O)N2CCCCC2)cc1)c1ccccc1 (stereo unspecified),-1,0.3,-1,8,4,-2,-4,11,3,6
CC1CCc2sc(-c3n[nH]c(=S)o3)cc2C1 (stereo unspecified),2,-5.7,-1,2,4,18,3,6,1,-4
O=C1CSC(=S)N1CC1CCCO1 (stereo unspecified),1,-0.5,5,-2,4,2,-1,-16,-21,-3
O=C(NN1C(=O)C2C3C=CC(C4CC34)C2C1=O)c1ccc(Br)cc1 (stereo unspecified),5,0.1,3,-8,-8,-1,0,-7,-4,2
O=C1CC(c2cccs2)c2cc3c(cc2N1)OCO3 (stereo unspecified),-1,-0.3,0,-2,7,2,-4,8,-4,3
CNS(=O)(=O)c1ccc(C)c(S(=O)(=O)NC)c1,0,0.1,-2,-5,-11,-5,6,5,-2,-3
O=C(COc1c(Cl)cc(Cl)cc1Cl)c1ccc(Cl)cc1,0,0.0,2,-6,0,0,-1,-4,-5,-4
CCOC(=O)c1c(O)c(O)c(C(=O)OCC)n1-c1ccccc1,0,-0.1,10,0,14,3,7,0,2,-2
C=CCn1c(SCC(=O)Nc2cc(OC)c(NC(=O)c3ccco3)cc2OC)nnc1-c1ccncc1,3,0.6,2,-1,-12,-3,-2,-5,-3,1

2 compounds from above with just DDE Tn7 FP inh and LEDGF integ inh.
| Molecule | DDE Tn7 FP inh | LEDGF integ inh |
| --- | --- | --- |
| O=C1CSC(=S)N1CC1CCCO1 (stereo unspecified) | -2 | 1 |
| O=C(NN1C(=O)C2C3C=CC(C4CC34)C2C1=O)c1ccc(Br)cc1 (stereo unspecified) | -8 | 5 |

(further entries)
compound,LEDGF integ inh,proKLK7 act,UHRF1 binding,DDE Tn7 FP inh,TDP2 inh,PRMT1 inh,MBD2 DNA inh,SIAE inh,TCR-CD3 inh,Tn6 DDE FP
NC(=O)c1ccc(-c2ccc(N3C(c4ccsc4)=Cc4ccc(F)cc4C3CC(=O)c3ccco3)cc2)cc1 (stereo unspecified),-5,-1.3,11,1,-4,7,0,-5,-10,3
CC(C)(C)c1ccc(OCCC(=O)OCC(=O)Nc2cccnc2Cl)cc1,3,-0.1,0,-2,-6,-8,5,-3,5,-9
COC(=O)C1=C(O)/C(=C/c2ccc(OCC(=O)Nc3ccccc3)cc2)N=C1C,3,-81,-3,4,4,-1,4,-3,1,-5
O=C(Nc1nccs1)c1nc[nH]c1C(=O)N1CCN(c2ccccc2)CC1,1,-0.2,-1,5,4,0,3,1,3,-7
CCOC(=O)NC1(C(F)(F)F)C(=O)NC(C)=C1C#N (stereo unspecified),0,-0.1,-2,8,1,-1,4,3,4,0
CCCCOC(=O)c1nnc(-c2ccccc2)o1,-4,0.0,4,-4,-11,4,-1,-2,-3,-7
COc1cc(NS(=O)(=O)c2ccc(NC(=S)NC(=O)CC(C)C)cc2)nc(OC)n1,1,1.1,2,-3,-4,1,3,-4,0,-4
COC(=O)C1=C(C)NC(=O)C1(NS(=O)(=O)c1ccc(NC(C)=O)cc1)C(F)(F)F (stereo unspecified),-1,0.2,-2,-3,-3,0,0,4,0,1
COc1ccc(N2CCN(S(=O)(=O)c3ccc4c(c3)CCCC4)CC2)c([N+](=O)[O-])c1,-2,0.3,3,-9,-3,-1,2,-2,2,-3
N=c1c2c(-c3ccccc3)c(-c3ccccc3)n(Cc3ccco3)c2ncn1Cc1ccccc1,-1,-0.4,-4,-4,2,-2,0,1,10,-10
CCOC(=O)N1CC(=O)Nc2ccc(Br)cc2C1c1ccccc1 (stereo unspecified),-1,-0.2,3,3,-26,-6,-2,3,6,-6
COc1cc(/C=N/NC(=O)/C(=C/c2ccccc2)CCO)ccc1O,-3,0.3,-1,3,8,-2,-3,5,6,-6
Cc1ccc(NC(=O)OCc2ccccc2S(C)=O)cc1 (stereo unspecified),2,0.3,8,0,-8,3,0,-8,-1,1
CCOc1ccc(NC(=O)CCCCn2c(=O)[nH]c3ccsc3c2=O)cc1,4,-0.6,0,-3,-4,-7,6,1,1,0
Cc1ccc(C)c(Nc2nc(-c3ccncc3)nc3ccccc23)c1,-2,1.0,-5,0,12,0,3,3,-4,-3
COc1ccc(CNC(=O)c2noc(C)c2[N+](=O)[O-])cc1,3,-3.4,0,-2,-11,-6,0,-7,3,4
Cc1cc(Br)ccc1OCCOCCN1CCCC1,1,0.4,-2,0,15,0,1,2,8,3
COc1cc2c(cc1OC)n(CC(=O)NC1CCCCCC1)n1c(C)cc(=O)nc21,2,-9.8,1,0,18,-1,0,1,7,2
Cc1ccc(NC(=O)Cc2noc3ccccc23)nc1,-1,0.1,2,-6,5,3,2,-7,3,4
O=C(O)c1cccc(Nc2nc(-c3ccccc3)nc3ccccc23)c1,6,-0.1,2,2,-16,0,-5,-11,-5,11
Cn1c(SCC(=O)Nc2sc3c(c2C#N)CCC3)nnc1C1COc2ccccc2O1 (stereo unspecified),-2,0.6,1,5,-9,1,-3,-3,-4,-7
COc1ncccc1-c1nnn(-c2ccccc2Br)n1,-1,0.0,-1,0,2,4,2,-1,-1,3
CN(CCCNC(=O)CCc1cn(C)c2ccccc12)C1CCCCC1,-2,0.9,0,-6,-2,1,3,6,-4,-4
CS(=O)(=O)Nc1ccc(-c2cc(/C=C3\SC(N)=NC3=O)c[nH]c2=O)cc1,0,1.2,-3,-1,10,2,-6,0,7,6
CN(C)C(=O)c1ccc(NC(=O)c2sccc2-c2ccccc2)cc1,1,0.2,-4,-3,-11,-1,3,2,4,-3
COc1ccc(OCc2cc(C(=O)NCC3CCCCO3)no2)c(Cl)c1 (stereo unspecified),2,0.3,1,7,5,1,4,2,-1,0
CCOc1cc(-c2nc(C)c(C(C)=O)n2O)ccc1OCC(=O)Nc1ccccc1,4,0.5,1,-4,-4,2,2,2,12,8
Cc1ccc(S(=O)(=O)N2C(=O)C(C)SC2=Nc2ccccc2)cc1 (stereo unspecified),-2,0.1,1,5,-4,1,0,4,5,-1
C/C=C/c1ccc(OCCNCc2ccccc2)c(OC)c1,1,0.0,-1,-7,-4,-2,0,-1,-1,3
NNC(=O)CSc1ncc(-c2ccccc2)[nH]1,-2,0.0,6,1,-9,7,3,-7,-2,-1
CN1CCN(c2nc(-c3ccc(C(C)(C)C)cc3)nc3ccccc23)CC1,1,0.0,22*,-5,-1,0,9,-5,1,5
NC(Cc1ccc(C(F)(F)F)cc1)c1csc(NC(=O)Nc2ccccc2Cc2ccccc2)n1 (stereo unspecified),6,0.2,1,-1,-6,-1,0,17*,-15,-13
O=C(OCc1cn([C@H]2C[C@H](c3ccc(Cl)cc3)N(C(=O)c3cccs3)C[C@@H]2O)nn1)c1ccccc1,-2,-0.1,2,4,1,2,5,0,-3,3
CC(=O)SCCC(=O)N1C(C)CCCC1C(=O)O (stereo unspecified),7,0.1,0,0,-4,3,2,3,3,-4
CC1CCCC(C)N1C(=O)Cn1nnc(-c2ccccc2)n1 (stereo unspecified),-2,0.0,1,1,0,-3,0,4,12,2
COc1ccc2cc(CCl)c(Cl)nc2c1,1,-0.7,0,-3,-1,-3,0,-4,2,-4
Cn1cccc1C(=O)NC(=O)COC(=O)c1cc(Cl)ccc1[N+](=O)[O-],3,-0.5,12,4,13,-3,2,-1,1,2
Fc1ccc(CN2CCSCC2)cc1Br,6,0.2,-1,3,-5,2,2,10,2,-6
CC/C(=N\NC(=O)C(N)=O)c1ccccc1O,1,0.3,0,2,-21,-2,-7,1,-1,7
CCCCN1C(=O)N(C)C2NC(=O)NC21 (stereo unspecified),-3,-0.8,-2,-3,-6,0,3,1,7,0
